Screening results (PubChem)
MEKK2wt PB1 HTS – raises or lowers MEK5 binding to wildtype human MEKK2 PB1 domain; AID 1531; 1.1% of 290,000 active; binding response (% of control), % at 10 µM; Q9Y2U5; bead flow cytometry, Alexa488-MEK5 binding to MEKK2 WT; actives lie on both sides; in the data active = binding response below about 67% or above about 130%
IDE cell inh – inhibitors of human insulin-degrading enzyme in cells; P14735; HEK cells, FAbetaB cleavage, fluorescence polarization; inhibition, % at 5.59 µM; 0.41% of 320,000 active;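 active = percent inhibition above the average of all tested compounds plus 3 SD, set per screening campaign, cut at about 16% in these data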;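 also: IDE supplied by intact live HEK cells; FP after avidin binding of uncleaved biotin substrate so inhibition keeps polarization high; 0% = DMSO wells and 100% = 60 µM reference IDE inhibitor Ii1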
MEKK2 mut-MEK5 – signal of MEK5 binding to mutant human MEKK2 PB1 domain; bead flow cytometry, Alexa488-MEK5 binding to MEKK2 mutant; percent response, % at 10 µM; 0.35% of 290,000 active; in the data active = percent response above about 24%, passing the limit was not always enough; also: inactives centre near 1; some results filed as inactive read as strong as hits; reference of the scale not given here
M18AAP inhibitor – blocks P. falciparum M18 aspartyl aminopeptidase; inhibition, % at 7.35 µM; 1.2% of 290,000 active; recombinant PfM18AAP, H-Glu-NHMec fluorogenic cleavage;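 active = inhibition above the campaign mean inhibition over all tested compounds plus 3 SD, cut at about 28% in these data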;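 also: 0% = plate median of test compound wells and 100% = 2 mM ZnCl2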
UBC9 SUMO inh – SUMOylation inhibition. P63279. HTRF SUMOylation assay, SAE1/SAE2 + UBC9, in vitro. inhibition, % at 35 µM. 0.36% of 290,000 active. AID 2006; in the data active = inhibition above about 50%, passing the limit was not always enough; also: strong numbers were not always called active
pCIP destab – lowers stability of the mouse p/CIP coactivator protein; F442A p/CIP-EGFP cells, EGFP fluorescence, 16 h; AID 1984; decrease of EGFP signal, % at 10 µM; Q05BA5; 0.01% of 290,000 active;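 active = EGFP signal decrease of at least 30% at 10 µM or well 3 SD below plate mean, unless failing retest; inactive = the rest, including hits failing retest or dose response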; also: some compounds called inactive have numbers as strong as hits; many of its hits are not listed in these tables
Target sequence (Q05BA5 1-1403): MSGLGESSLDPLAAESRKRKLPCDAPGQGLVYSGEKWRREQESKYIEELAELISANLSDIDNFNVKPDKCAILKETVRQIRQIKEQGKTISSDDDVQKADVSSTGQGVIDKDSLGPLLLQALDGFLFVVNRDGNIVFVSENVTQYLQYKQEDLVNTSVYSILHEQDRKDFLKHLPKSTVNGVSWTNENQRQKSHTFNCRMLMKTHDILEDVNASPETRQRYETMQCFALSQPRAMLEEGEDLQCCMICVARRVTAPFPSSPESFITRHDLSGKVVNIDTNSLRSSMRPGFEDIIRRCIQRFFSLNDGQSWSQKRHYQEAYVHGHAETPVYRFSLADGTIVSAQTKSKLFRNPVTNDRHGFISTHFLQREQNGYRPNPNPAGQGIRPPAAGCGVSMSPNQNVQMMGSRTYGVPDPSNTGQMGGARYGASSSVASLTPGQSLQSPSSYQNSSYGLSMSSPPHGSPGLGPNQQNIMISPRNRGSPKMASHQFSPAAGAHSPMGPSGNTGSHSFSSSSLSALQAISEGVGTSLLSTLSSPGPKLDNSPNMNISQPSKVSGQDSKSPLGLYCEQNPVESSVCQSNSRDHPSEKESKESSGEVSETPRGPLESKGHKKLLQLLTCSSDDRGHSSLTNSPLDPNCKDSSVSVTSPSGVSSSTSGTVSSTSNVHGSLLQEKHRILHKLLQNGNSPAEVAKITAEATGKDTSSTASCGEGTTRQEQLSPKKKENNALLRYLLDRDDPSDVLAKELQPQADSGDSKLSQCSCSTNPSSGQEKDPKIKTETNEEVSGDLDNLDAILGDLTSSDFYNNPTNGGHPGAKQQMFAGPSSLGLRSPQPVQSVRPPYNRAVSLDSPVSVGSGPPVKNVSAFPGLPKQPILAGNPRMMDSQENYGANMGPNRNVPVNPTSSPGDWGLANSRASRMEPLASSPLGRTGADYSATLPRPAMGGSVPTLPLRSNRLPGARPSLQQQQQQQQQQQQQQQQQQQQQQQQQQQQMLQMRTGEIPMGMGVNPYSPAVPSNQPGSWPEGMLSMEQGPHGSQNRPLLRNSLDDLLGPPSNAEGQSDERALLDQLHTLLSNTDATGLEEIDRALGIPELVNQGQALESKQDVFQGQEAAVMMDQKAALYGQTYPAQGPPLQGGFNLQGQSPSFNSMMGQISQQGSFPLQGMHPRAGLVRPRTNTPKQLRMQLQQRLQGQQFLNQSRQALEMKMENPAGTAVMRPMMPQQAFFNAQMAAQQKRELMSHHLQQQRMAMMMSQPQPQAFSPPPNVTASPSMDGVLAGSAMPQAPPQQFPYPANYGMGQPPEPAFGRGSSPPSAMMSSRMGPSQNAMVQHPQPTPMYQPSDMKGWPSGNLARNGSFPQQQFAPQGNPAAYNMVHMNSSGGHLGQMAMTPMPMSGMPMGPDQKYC
IDE act – activators of human insulin-degrading enzyme in cells. activation, % at 5.96 µM. 0.073% of 340,000 active. HEK cells, FAbeta-B cleavage, fluorescence polarization; 0% vehicle, 100% cell-free pure enzyme wells;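 active = activation above the mean of all tested compounds plus 3 SD, set per screening campaign, cut at about 17% in these data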
NALP1 yeast inh – inhibitors of NALP1 inflammasome in yeast. S. cerevisiae NALP1/ASC/caspase-1 growth, X-gal OD620, 72 h. inhibition, % at 10 µM. AID 2071. 0.61% of 280,000 active; in the data active = inhibition mostly above about 24%, no sharp cut-off; inactive = mostly below about 32%; also: some compounds called inactive have numbers as strong as hits
MEKK3 PB1 HTS – modulators (inhibitors or enhancers) of MEK5 binding to human MEKK3 PB1 domain | bead-based flow cytometry, Alexa488-MEK5 binding to MEKK3; actives lie on both sides; 0 = blocked by unlabeled MEK5, 100 = vehicle | binding response (% of control), % at 10 µM | 1.4% of 290,000 active | AID 1529;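 active = binding response more than 3 SD above or below the average of its plate-row segment, actives on both sides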;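 also: Alexa488 bead fluorescence after subtracting the streptavidin-only scavenger bead signal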
* = called active by the depositor; · = no result given. These rows are one share of the data. The share of hits here may be higher or lower than overall.

MEKK2 mut-MEK5	pCIP destab	M18AAP inhibitor	MEKK2wt PB1 HTS	IDE cell inh	NALP1 yeast inh	UBC9 SUMO inh	IDE act	MEKK3 PB1 HTS	Compound
-6	-6	-1	97	-1	7	-5	1	100	OCCC1CN(Cc2cccn2-c2cccnc2)CCN1Cc1ccc(F)cc1 (stereo not given)
-3	-1	-2	97	3	-6	4	-2	101	O=S(=O)(NCCc1ccccc1)c1cccc2cccnc12
-1	-15	-14	98	6	7	14	-2	104	COc1ccc(C(NC(=O)/C=C/c2ccco2)c2ccc(OC)c(OC)c2)cc1 (stereo not given)
1	-9	3	100	1	-2	15	·	98	Cc1noc(NC(=O)c2c(-c3c(Cl)cccc3Cl)noc2C)c1[N+](=O)[O-]
6	-5	10	108	0	11	-3	-1	100	COc1cccc(CNCC(=O)N2C(C)CCCC2C)c1 (stereo not given)
4	7	-2	103	-6	9	-9	8	104	Cc1nonc1NC(=O)c1oc2ccc(F)cc2c1C
1	4	-2	106	6	26	-8	-8	102	COc1cccc(C(C)NC(=O)c2c(F)cccc2Cl)c1 (stereo not given)
·	-24	4	·	0	15	-11	6	·	COc1cc(C(=O)Nc2cc(C(F)(F)F)ccc2Cl)cc(OC)c1OC
-10	0	0	84	3	13	-2	-4	95	Cc1cc(NC(=O)C(=O)c2c(C)[nH]c3ccccc23)no1
2	-18	2	103	1	21	12	-6	104	CC(=O)c1cccc(N(CC(=O)Nc2ccc(F)cc2F)S(C)(=O)=O)c1
-5	-6	-3	90	-2	-1	1	0	99	CC(C)CN1CCN(Cc2nc3ccccc3s2)CC1CCO (stereo not given)
0	-9	-3	102	9	21	-20	4	102	Cc1cc(C(=O)N/N=C/c2c[nH]c3ccccc23)cs1

Reprinted from the part before: 2 compounds, followed by the next part.
MEKK2 mut-MEK5	pCIP destab	M18AAP inhibitor	MEKK2wt PB1 HTS	IDE cell inh	NALP1 yeast inh	UBC9 SUMO inh	IDE act	MEKK3 PB1 HTS	Compound
-5	-6	-3	90	-2	-1	1	0	99	CC(C)CN1CCN(Cc2nc3ccccc3s2)CC1CCO (stereo not given)
0	-9	-3	102	9	21	-20	4	102	Cc1cc(C(=O)N/N=C/c2c[nH]c3ccccc23)cs1
9	-5	-55	99	4	1	19	0	107	C=CCOC(=O)/C=C/C(=O)NC(N)=O
1	-12	-4	98	8	29	1	1	94	O=C(CC1SC2=NCCN2C1=O)Nc1ccccc1 (stereo not given)
0	-2	4	113	-7	30	6	-2	117	O=C(c1ccc(Cl)cc1[N+](=O)[O-])N1CCN(c2ccccn2)CC1
0	-18	2	97	3	-2	3	-2	97	CCn1c(SCC(=O)Nc2ccc3c(c2)OCCO3)nnc1-c1c[nH]c2ccccc12
2	5	54*	101	3	12	2	-1	96	Cc1ccc([N+](=O)[O-])cc1S(=O)(=O)Nc1ccc(O)c(Sc2ncn[nH]2)c1
2	16	-5	101	6	13	3	-1	101	Cc1ccc(-c2nn(C)c(=O)c3ccccc23)cc1CNS(C)(=O)=O
-4	13	-1	97	2	12	6	4	101	CCc1ccc(OC(C)C(=O)Nc2ccccc2C(=O)N2CCOCC2)cc1 (stereo not given)
-3	-5	2	99	-3	-3	11	-1	96	CCOCCCNC(=O)C1CCN(S(=O)(=O)CC)CC1
2	2	-3	95	1	-6	32	2	99	Cn1cc(/C=C2/SC(=O)N(CC(=O)Nc3ccc4c(c3)OCO4)C2=O)c2ccccc21
0	4	2	103	·	6	-9	6	101	Cc1ccc(Cl)cc1NC(=S)N1CCCCCC1
3	7	0	101	2	16	4	8	101	O=C(O)c1cn(-c2ccccc2)nc1-c1ccc(F)cc1
7	-2	1	105	1	6	22	5	100	Cc1cc(C)n(-c2nc3c(c(=O)[nH]c(=O)n3C)n2C)n1

Just MEKK2 mut-MEK5 and MEKK2wt PB1 HTS (3 entries from above):
| compound | MEKK2 mut-MEK5 | MEKK2wt PB1 HTS |
| --- | --- | --- |
| CCn1c(SCC(=O)Nc2ccc3c(c2)OCCO3)nnc1-c1c[nH]c2ccccc12 | 0 | 97 |
| O=C(O)c1cn(-c2ccccc2)nc1-c1ccc(F)cc1 | 3 | 101 |
| Cn1cc(/C=C2/SC(=O)N(CC(=O)Nc3ccc4c(c3)OCO4)C2=O)c2ccccc21 | 2 | 95 |

(further entries)
MEKK2 mut-MEK5	pCIP destab	M18AAP inhibitor	MEKK2wt PB1 HTS	IDE cell inh	NALP1 yeast inh	UBC9 SUMO inh	IDE act	MEKK3 PB1 HTS	Compound
-9	16	2	88	5	0	5	-2	97	CCOC(=O)c1c(C)[nH]c(C(=O)N2CCN(c3ccc(OC)cc3)CC2)c1C
6	-22	-2	106	7	6	5	-1	105	CCCCOc1ccc(C(=O)Nc2ccc(S(=O)(=O)Nc3onc(C)c3C)cc2)cc1
-3	-5	17	99	1	12	4	-1	102	O=C(N/C(=C/c1ccco1)C(=O)N1CCCCCC1)c1ccccc1
-1	-9	21	106	3	12	100*	0	106	Nc1c(C(=O)NCc2ccco2)c2nc3ccccc3nc2n1CCc1ccc(F)cc1
6	5	8	100	0	-13	-1	3	103	CCOC(=O)CSc1ncc(-c2ccccc2)nn1
0	6	6	97	1	1	-6	0	95	O=C(O)c1c(F)c(F)c(F)c(F)c1-c1ccc(Cl)cc1
2	1	·	99	7	17	4	4	97	O=C(O)CSC12CC3CC(C1)CC(C(=O)O)(C3)C2
·	-12	-4	·	-2	12	25	0	·	CC(C)(C)NC(=O)C(=O)NNC(=O)C12CC3CC(CC(C3)C1)C2
-1	3	-10	102	-2	3	27	1	108	O=C(NC1CCCc2ccccc21)c1ccc(S(=O)(=O)N2CCOCC2)cc1 (stereo not given)
-3	-1	11	98	7	0	0	2	100	CN(C)c1ccc(CNC(=O)c2cc(S(=O)(=O)N3CCOCC3)cn2C)cc1
-1	-5	7	101	-4	-10	1	5	100	O=C1Nc2ccc([N+](=O)[O-])cc2OC1CCN1CCOCC1 (stereo not given)
1	-10	5	94	-1	1	20	-4	103	O=c1c2c3c(sc2nc2n1CCCCC2)C(O)CCC3 (stereo not given)
0	11	13	110	4	0	6	3	109	Cn1c(CC(=O)Nc2ccc(Cl)c(Cl)c2)n[nH]c1=S
13	-2	-3	116	1	11	-2	5	101	COC(=O)c1ccc(C(=O)OC)c(NC(=O)COC(=O)c2ccc(OC)c(OC)c2OC)c1
-2	-13	4	101	-4	9	5	0	102	CNC(=O)c1ccc(Nc2nnc(-c3ccc(O)cc3)c3ccccc23)cc1
0	-7	3	97	-1	0	23	4	96	COc1ccc(CCCNC(=O)CC#N)cc1OC
·	5	0	·	-4	4	-1	-2	·	COc1ccc(C(C)(C)C)cc1NC(=O)COC(=O)c1cnc(C)cn1
-1	8	6	97	-8	17	31	3	100	O=C(OCC(=O)c1c[nH]c2ccccc12)c1cc2ccccc2cc1O
-4	-1	1	97	4	17	19	-7	98	CC(=O)Oc1cccc(/C=C2\Sc3ccccc3C2=O)c1
-6	-18	-1	92	3	5	1	3	100	Cc1ccc(Nc2nnc(SCC(=O)NC3CCS(=O)(=O)C3)s2)c(C)c1 (stereo not given)
5	-11	49*	109	6	-20	-25	0	103	Cc1nc(N/N=C/c2ccc(O)cc2O)cc(N2CCOCC2)n1
5	-8	-7	109	4	-9	15	4	104	COc1cc2ncnc(N[C@H](C)c3ccccc3)c2cc1OC
9	-6	-5	109	6	1	11	5	106	Cn1c(=O)[nH]c(=O)c2c1nc(SCCCO)n2CCCc1ccccc1
4	-1	1	100	10	-10	-2	-3	102	COc1ccc(C(=O)Nc2nncs2)cc1S(=O)(=O)N1CCOCC1

As entered above:
Cn1c(CC(=O)Nc2ccc(Cl)c(Cl)c2)n[nH]c1=S – MEKK3 PB1 HTS: 109
Cn1c(=O)[nH]c(=O)c2c1nc(SCCCO)n2CCCc1ccccc1 – M18AAP inhibitor: -5

(cont.)
MEKK2 mut-MEK5	pCIP destab	M18AAP inhibitor	MEKK2wt PB1 HTS	IDE cell inh	NALP1 yeast inh	UBC9 SUMO inh	IDE act	MEKK3 PB1 HTS	Compound
2	-6	-7	105	7	12	2	-1	100	O=C(CN1C(=O)NC2(CCSC2)C1=O)N1CCN(c2ccc(F)cc2)CC1 (stereo not given)
11	-6	-18	122	2	33	30	3	89	CCN1CCN(c2cc(C)c3cc(NC(=O)c4cccs4)ccc3n2)CC1
-20	-8	-11	89	0	29	15	8	90	CC1SCC(=NOCc2c(Cl)cccc2Cl)CS1 (stereo not given)
-1	-12	-2	104	2	35	15	4	105	CCC(C)Sc1nc2c(cnn2-c2ccc(C)c(C)c2)c(=O)[nH]1 (stereo not given)
-6	-16	1	94	1	-4	4	-2	98	CN(C)C(=O)c1nc2ccc(Cl)cn2c1CN1CCCC(OCc2cccnc2)C1 (stereo not given)
0	-14	-2	104	2	3	3	3	96	CCC(C)(C)n1nnnc1C(c1ccc2ncccc2c1)N1CCN(Cc2ccc3c(c2)OCO3)CC1 (stereo not given)
0	-5	-9	100	-2	-5	10	6	104	CCOCCn1c(CN(C)Cc2ccccc2)nc2c1c(=O)n(C)c(=O)n2C
1	6	1	105	-1	11	-1	-2	98	CCOc1ccc(/C=N/n2c(C)nc3ccccc3c2=O)cc1
-6	-3	-9	95	-2	-24	18	2	100	CCC(=O)NC(=S)Nc1cccc(Cl)c1N1CCCC1
0	-9	14	107	-1	17	15	3	108	Clc1ccc(-c2noc(CSc3nnc(Cc4cccs4)n3-c3ccccc3)n2)cc1
-1	-14	-16	94	1	4	-19	-5	96	Nc1nc2n(n1)C(c1cccc(Br)c1)CC(c1ccc(F)cc1)N2 (stereo not given)
-10	-5	53*	94	1	5	10	3	95	Cn1c(CSc2ncn[nH]2)nc2ccccc21
0	·	·	103	-1	·	·	2	102	CN(C)CCNC(=O)c1onc(CSc2ccncc2)c1C(=O)NCCN(C)C
6	-33	6	106	1	13	-14	7	102	Cc1cc(S(=O)(=O)NCC(C)C)ccc1OCC(=O)NC1CC1
14	-8	-5	116	-2	15	11	3	106	O=C(NCCN1CCOCC1)c1cc2sccc2n1Cc1ccc(F)cc1
-6	-13	-1	90	-5	6	5	-1	96	Cc1cccc(-c2nnc(SCc3ccccc3)o2)c1
3	2	-7	103	3	5	20	5	103	Cc1nc(C(C)N(C)Cc2c(C(=O)N3CCCCC3)nc3c(C)cccn23)c(C)s1 (stereo not given)
